Pf apPOL inh = Pf-apPOL DNA polymerase inhibition | Recombinant Pf-apPOL, molecular beacon fluorescence, 1.5 h | inhibition, % at 10 µM | 210,000 tested, 0.25% active
mHTT CaM bind = mHTT-calmodulin interaction abrogation; AlphaScreen His-mHTT/GST-CaM binding, luminescence; inhibition, % at 15 µM; 190,000 tested, 3.6% active; AID 1671202;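 also: 0% = both proteins with DMSO and 100% = one protein alone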
* hit, by the source's call; nt = no result given; & = joins results of further samples. Rule as the data show it: active = inhibition above about 50%; inactive = the rest.

COc1ccc(S(=O)(=O)N2CCC(C(=O)Nc3ccccc3Br)CC2)cc1
  Pf apPOL inh = 0; mHTT CaM bind = 2
CCN1C(=O)Cc2ccccc2C1C(=O)NC1CCCCC1 (stereo not drawn)
  Pf apPOL inh = -1; mHTT CaM bind = -7
COc1cc([N+](=O)[O-])cc2[nH]c(-c3ccccc3)cc12
  Pf apPOL inh = -3; mHTT CaM bind = -2
O=C(NCC1CCN(S(=O)(=O)C2CC2)CC1)C(=O)Nc1cccc(N2CCCC2=O)c1
  Pf apPOL inh = -6; mHTT CaM bind = -20
COc1ccccc1NC(=O)C1=C(C)NC(SC)=C(C#N)C1c1ccco1 (stereo not drawn)
  Pf apPOL inh = -2; mHTT CaM bind = -4
COc1ccccc1CN1CCc2nc(N3CCN(c4ccccc4F)CC3)ncc2C1
  Pf apPOL inh = 1; mHTT CaM bind = 10
COc1ccc(Br)cc1C=C1Oc2c(ccc(O)c2CN2CCN(CCO)CC2)C1=O
  Pf apPOL inh = -1; mHTT CaM bind = 25
COc1cc(OC)c(N2C(=O)C=CC2=O)cc1Cl
  Pf apPOL inh = 10; mHTT CaM bind = nt
Clc1ccc(-c2csc(-c3ccsc3)n2)s1
  Pf apPOL inh = -9; mHTT CaM bind = nt
COc1cc(CN2CCc3ccccc3C2)cc([N+](=O)[O-])c1O
  Pf apPOL inh = -5; mHTT CaM bind = 1

CC(C)C(=O)N1CCN(C(C(=O)N2CCCCC2)C2CCCC2)CC1 (stereo not drawn)
  Pf apPOL inh = -2; mHTT CaM bind = 8
O=[N+]([O-])c1cc(C(F)(F)F)ccc1OCC1COS(=O)O1 (stereo not drawn)
  Pf apPOL inh = 1; mHTT CaM bind = 1
Cc1c(Cl)cccc1NC(=O)c1cccs1
  Pf apPOL inh = -4; mHTT CaM bind = -10
CC(C)n1cnnc1C1CCCN(C2CCOCC2)C1 (stereo not drawn)
  Pf apPOL inh = 2; mHTT CaM bind = 1
CCCCN(CC)C(=O)c1cc2cc3ccc(OC)cc3nc2o1
  Pf apPOL inh = -5; mHTT CaM bind = -8
CCCC(=O)Nc1ccc(S(=O)(=O)Nc2cc(OC)nc(OC)n2)cc1
  Pf apPOL inh = -8; mHTT CaM bind = -3
CSc1ncccc1C(=O)N1CCCn2nc(-c3cccc(Cl)c3)cc2C1
  Pf apPOL inh = 0; mHTT CaM bind = 0
CCOc1ccc2c(c1)OC(=Cc1cc(OC)c(OC)c(OC)c1)C2=O
  Pf apPOL inh = -6; mHTT CaM bind = -5
Cc1c(Cc2c(C)n(C)n(-c3ccccc3)c2=O)c(=O)n(-c2ccccc2)n1C
  Pf apPOL inh = 6; mHTT CaM bind = -3
CCN(C(=O)c1ccc(C(=O)N(CC)c2ccccc2C)cc1)c1ccccc1C
  Pf apPOL inh = -3; mHTT CaM bind = -1

CCCCN1C(=O)C(C)(C(=O)NCc2ccc(OC)cc2)Oc2cccnc21 (stereo not drawn)
  Pf apPOL inh = -3; mHTT CaM bind = -4
Cc1cc(C)nc(N(C#N)CCOc2ccccc2)n1
  Pf apPOL inh = -2; mHTT CaM bind = -9
O=C(c1ccc(OCC2CCN(C(=O)c3ccoc3)CC2)cc1)N1CCOCC1
  Pf apPOL inh = -3; mHTT CaM bind = 0
O=C(Cc1noc2ccccc12)NCCn1nc(-n2ccnc2)ccc1=O
  Pf apPOL inh = -1; mHTT CaM bind = -12
O=C(Cn1cnc2c(-c3ccccc3)csc2c1=O)NCc1ccccc1
  Pf apPOL inh = 2; mHTT CaM bind = -4
Cc1ccc(OCC(O)CNC(C)C)cc1 (stereo not drawn)
  Pf apPOL inh = 2; mHTT CaM bind = -9
O=C(CSc1nnc2[nH]c(=O)ccn12)Nc1ccc([N+](=O)[O-])cc1
  Pf apPOL inh = -5; mHTT CaM bind = -19
Cc1cc2nn(-c3ccc(Cl)cc3)nc2cc1NC(=O)c1cccnc1Cl
  Pf apPOL inh = -2; mHTT CaM bind = -8
CC(C)c1nnc(C2CCN(C(=O)Nc3ccc(C(F)(F)F)cc3)CC2)o1
  Pf apPOL inh = -24; mHTT CaM bind = -12
Cc1ccc(CCSc2ccccc2)cn1
  Pf apPOL inh = -19; mHTT CaM bind = -13

O=C(NC1CC1)c1cccc(OCC2CCCN(C(=O)c3cccs3)C2)c1 (stereo not drawn)
  Pf apPOL inh = -6; mHTT CaM bind = 2
CC(C)n1c(=O)c2c(ncn2Cc2cccc(F)c2)n(-c2ccc(F)c(F)c2)c1=O
  Pf apPOL inh = 3; mHTT CaM bind = 10
O=C(C1CCCC1)N1CCC(c2cnn(-c3ccccc3)c2)CC1
  Pf apPOL inh = -6; mHTT CaM bind = -13
O=C(CSc1nc(-c2ccccc2)cc(=O)[nH]1)c1ccc([N+](=O)[O-])cc1
  Pf apPOL inh = -2; mHTT CaM bind = nt
O=C(c1ccc([N+](=O)[O-])cc1Cl)N1CCN(c2ccccn2)CC1
  Pf apPOL inh = -2; mHTT CaM bind = 5
Cc1ccc(NC(=O)c2cc(S(=O)(=O)N3CCCC3)ccc2F)cc1F
  Pf apPOL inh = -4; mHTT CaM bind = -3
Nc1ccc(N2CCOCC2)c(Br)c1
  Pf apPOL inh = -1; mHTT CaM bind = -2&5
CCC(=O)N1CCN(c2nc3c(s2)CC(C(=O)Nc2ccccc2F)CC3)CC1 (stereo not drawn)
  Pf apPOL inh = -7; mHTT CaM bind = 3
N#CC1(C(=O)Nc2ccc(Oc3ccccc3)cc2)CC1
  Pf apPOL inh = -11; mHTT CaM bind = -20
C=C(C)COc1ccc2cc(-c3cc(OC)ccc3OC)c(=O)oc2c1
  Pf apPOL inh = -4; mHTT CaM bind = -7

O=C1CC(c2ccccc2)CCc2sccc2N1 (stereo not drawn)
  Pf apPOL inh = 22; mHTT CaM bind = -3
COCC(C)NCc1cccc([N+](=O)[O-])c1 (stereo not drawn)
  Pf apPOL inh = 0; mHTT CaM bind = -1
Cc1ccc(C2C=C(c3ccc(Br)cc3)Nc3nnnn32)cc1 (stereo not drawn)
  Pf apPOL inh = 0; mHTT CaM bind = -2
CC1=C(C(=O)Nc2cc(F)ccc2F)C2(CCCCC2)OC1=O
  Pf apPOL inh = 15; mHTT CaM bind = -1
COc1ccc2oc(=O)c(-c3nnc(Nc4cc([N+](=O)[O-])ccc4F)s3)cc2c1
  Pf apPOL inh = -5; mHTT CaM bind = 3
N#Cc1c(-c2ccccc2)cc(-c2ccco2)c(C#N)c1N
  Pf apPOL inh = 9; mHTT CaM bind = 55*
CCOC(=O)C1CCN(C(=O)C2CCc3nc(N4CCN(C(C)=O)CC4)sc3C2)CC1 (stereo not drawn)
  Pf apPOL inh = -3; mHTT CaM bind = -2
Cn1ncc(Cl)c(Oc2ccc(C(C)(C)C)cc2)c1=O
  Pf apPOL inh = -6; mHTT CaM bind = -17
Cn1c(N2CCC(C(=O)NC3CCN(Cc4ccccc4)CC3)CC2)cc(=O)n(C)c1=O
  Pf apPOL inh = 3; mHTT CaM bind = 46
C=CCn1c(=O)c2c(ncn2Cc2ccc(F)cc2F)n(-c2ccc(F)cc2)c1=O
  Pf apPOL inh = -2; mHTT CaM bind = 1

CCC(=O)N1CCCC(c2nc(CCNC(C)=O)cs2)C1 (stereo not drawn)
  Pf apPOL inh = -2; mHTT CaM bind = -8
CCCC(=O)Nc1cc(Cl)c(Cl)cc1Cl
  Pf apPOL inh = 0; mHTT CaM bind = -12
Cn1nc(COc2ccccc2)c2c1CCN(C(=O)Nc1ccccc1C(F)(F)F)C2
  Pf apPOL inh = -2; mHTT CaM bind = 30
CN(C)c1ccc(C=NN)cc1
  Pf apPOL inh = 4; mHTT CaM bind = nt
CC1=NN(c2ccc(Cl)c(Cl)c2)C(=O)/C1=C/c1ccc(-c2ccc3c(c2)C(=O)OC3)o1
  Pf apPOL inh = -9; mHTT CaM bind = 38
COc1c(C(=O)NCc2ccc3c(c2)OCO3)sc2ccc(Cl)cc12
  Pf apPOL inh = -2; mHTT CaM bind = -3
O=C1OC(c2ccc3c(c2)OCO3)=N/C1=C\c1cccc(F)c1
  Pf apPOL inh = -5; mHTT CaM bind = 4
Cc1ccc(C)c(-c2cc(CN(C(=O)C(C)C)C(C)C)no2)c1
  Pf apPOL inh = -2; mHTT CaM bind = -4
Cc1ccccc1C(=O)N1CCc2c(c(-c3nc(-c4ccccc4)no3)nn2C)C1
  Pf apPOL inh = 1; mHTT CaM bind = -1
Cc1cccc(NC(=O)N2CCCC2C(N)=O)c1 (stereo not drawn)
  Pf apPOL inh = 1; mHTT CaM bind = -4

CC1(C)CC(CCNS(=O)(=O)CC23CCC(CC2=O)C3(C)C)CC(C)(C)N1 (stereo not drawn)
  Pf apPOL inh = -8; mHTT CaM bind = 1
O=C(CC1Sc2ccccc2NC1=O)NO (stereo not drawn)
  Pf apPOL inh = 4; mHTT CaM bind = nt
COc1cc(C)nc(Oc2ccc(=O)[nH]n2)n1
  Pf apPOL inh = -8; mHTT CaM bind = -7
CC(NC(=O)CC1CCCC1)C(=O)N1CCN(c2ccccn2)CC1 (stereo not drawn)
  Pf apPOL inh = 3; mHTT CaM bind = -1
CCCn1ncc(N2CCC(C(=O)N3CCCCC3)CC2)cc1=O
  Pf apPOL inh = -4; mHTT CaM bind = -8
COc1ccc(S(=O)(=O)N(CC(=O)Nc2ccc3c(c2)OCCO3)c2ccccc2)cc1
  Pf apPOL inh = -2; mHTT CaM bind = 4
CCOc1ccccc1/C=C1/N=C(c2cccc([N+](=O)[O-])c2C)OC1=O
  Pf apPOL inh = 0; mHTT CaM bind = 19
COc1ccc(C2SCCN2S(=O)(=O)c2ccc(Cl)cc2)cc1Br (stereo not drawn)
  Pf apPOL inh = -4; mHTT CaM bind = -37
O=C(c1ccccc1Cl)N1CCN(c2nc3c(F)cc(F)cc3s2)CC1
  Pf apPOL inh = -7; mHTT CaM bind = 4
OCCCc1nc2n(n1)C(c1cccs1)C=C(c1ccccc1)N2 (stereo not drawn)
  Pf apPOL inh = -6; mHTT CaM bind = 26

COC(=O)C(N)c1cccc(Br)c1 (stereo not drawn)
  Pf apPOL inh = 0; mHTT CaM bind = 0
COc1cccc(C(=O)N2CCN=C2N2CCN(c3cccc(Cl)c3)CC2)c1
  Pf apPOL inh = 4; mHTT CaM bind = 34
CCOC(=O)c1c(C)oc2c1c(C=NCC1CCCO1)c(O)c1ccccc12 (stereo not drawn)
  Pf apPOL inh = -2; mHTT CaM bind = 7
Cc1ccc(N2NC(=O)/C(=C\c3cccc(Br)c3)C2=O)cc1
  Pf apPOL inh = -1; mHTT CaM bind = 71*
Cc1ccc(CNC(=O)c2cc(NC(=O)C(C)C)cc3nc(C)ccc23)cc1
  Pf apPOL inh = 28; mHTT CaM bind = 19
Nc1nc2ccc(NC(=O)c3ccc4nc(N)sc4c3)cc2s1
  Pf apPOL inh = -4; mHTT CaM bind = 35
O=C1C=CC(=O)N1c1cc(Cl)ccc1Oc1ccccc1
  Pf apPOL inh = -2; mHTT CaM bind = 35
O=C1NC(=O)c2cc(N=Cc3ccc(Cl)cc3)ccc21
  Pf apPOL inh = 2; mHTT CaM bind = -1
COc1ccc(S(=O)(=O)N(CC(=O)Nc2ccccc2C(N)=O)c2ccc(C)cc2)cc1
  Pf apPOL inh = -11; mHTT CaM bind = 16
O=C(Cc1ccc(F)cc1)N1CCC(c2nc(-c3ccccc3)no2)C1 (stereo not drawn)
  Pf apPOL inh = -6; mHTT CaM bind = 9

COc1ccccc1C(=O)Nc1ccc(S(N)=O)cc1 (stereo not drawn)
  Pf apPOL inh = -2; mHTT CaM bind = -2
COc1ccc(Cl)cc1NC(=O)N1CCCN(C2CCN(CC3CC3)C2=O)CC1 (stereo not drawn)
  Pf apPOL inh = -6; mHTT CaM bind = 14
Cc1ccc(-n2c(=O)n(C(C)C)c(=O)c3c2ncn3Cc2cccc(F)c2)cc1
  Pf apPOL inh = -7; mHTT CaM bind = 7
O=[N+]([O-])c1cccnc1Oc1ccc(OCc2ccccc2)cc1
  Pf apPOL inh = 0; mHTT CaM bind = nt
O=C1CSC(c2ccccc2[N+](=O)[O-])N1c1cccc(F)c1 (stereo not drawn)
  Pf apPOL inh = -5; mHTT CaM bind = 0
CC(C)(C)NC(=O)c1cc2nc3c(c(C(F)(F)F)n2n1)CCc1ccccc1-3
  Pf apPOL inh = 7; mHTT CaM bind = 2
Cc1ccc2cc(NC(=O)Cc3ccccc3)ccc2n1
  Pf apPOL inh = -8; mHTT CaM bind = nt
COc1cccc(N2[C@@H](CC(=O)O)c3ccccc3S2(=O)=O)c1
  Pf apPOL inh = -3; mHTT CaM bind = -3
CCOc1ccc(N(C(C)C(=O)Nc2cc(Cl)ccc2C)S(C)(=O)=O)cc1 (stereo not drawn)
  Pf apPOL inh = -29; mHTT CaM bind = -4
O=C(NCCCc1ccccc1)c1cccc(F)c1
  Pf apPOL inh = -8; mHTT CaM bind = -16

COc1ccc(-c2ccc(/C=C/c3cc(C(F)(F)F)[nH]c(=O)n3)o2)c([N+](=O)[O-])c1
  Pf apPOL inh = -3; mHTT CaM bind = 24
CCCC1c2ccc(C)n2CCN1C(=O)Nc1cc(C)ccc1OC (stereo not drawn)
  Pf apPOL inh = -1; mHTT CaM bind = 18
CCOC1=NN(c2ccc([N+](=O)[O-])cc2)C(=O)/C1=C/c1ccc(N(C)C)cc1
  Pf apPOL inh = 10; mHTT CaM bind = 12
CCc1c(C2CCN(C(=O)c3nccc4ccccc34)CC2)noc1N
  Pf apPOL inh = -2; mHTT CaM bind = -5

Screening data: PubChem, University of Kansas High Throughput Screening Laboratory

Compounds were not picked by outcome; overall some 3.7% were active at least once.
